Screening results from PubChem.
KAT2A inh: blocks human GCN5L2 histone acetyltransferase | GCN5L2 HAT assay, ThioGlo1 CoA-SH fluorescence | AID 504327 | 390,000 tested, 0.21% active | Q92830 | Potency, µM (highest dose often 58.9 µM), for the others: top-dose activity change, negative = inhibition, hits mostly inhibitors
Target sequence (Q92830 whole entry, looked up): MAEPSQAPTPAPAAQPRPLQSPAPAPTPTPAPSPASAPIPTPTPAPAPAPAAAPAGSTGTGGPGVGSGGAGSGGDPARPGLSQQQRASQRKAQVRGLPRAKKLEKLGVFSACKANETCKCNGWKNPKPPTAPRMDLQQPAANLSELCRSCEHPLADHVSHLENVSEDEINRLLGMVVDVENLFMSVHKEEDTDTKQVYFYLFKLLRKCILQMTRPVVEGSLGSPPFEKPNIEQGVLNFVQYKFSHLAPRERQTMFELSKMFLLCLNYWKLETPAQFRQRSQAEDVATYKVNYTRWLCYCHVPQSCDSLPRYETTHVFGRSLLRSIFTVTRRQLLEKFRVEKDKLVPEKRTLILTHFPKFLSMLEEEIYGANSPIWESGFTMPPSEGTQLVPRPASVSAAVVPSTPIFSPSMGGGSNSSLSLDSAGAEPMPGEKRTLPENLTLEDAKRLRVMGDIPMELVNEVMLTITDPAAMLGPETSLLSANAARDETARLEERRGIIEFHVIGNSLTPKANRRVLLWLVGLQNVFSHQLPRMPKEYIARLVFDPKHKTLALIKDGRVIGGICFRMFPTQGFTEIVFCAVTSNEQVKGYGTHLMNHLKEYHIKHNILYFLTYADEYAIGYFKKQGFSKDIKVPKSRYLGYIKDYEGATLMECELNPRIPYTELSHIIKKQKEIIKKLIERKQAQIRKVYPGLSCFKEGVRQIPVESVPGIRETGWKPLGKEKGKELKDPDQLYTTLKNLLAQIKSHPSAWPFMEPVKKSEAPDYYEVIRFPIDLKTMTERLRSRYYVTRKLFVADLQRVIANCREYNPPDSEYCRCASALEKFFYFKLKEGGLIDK
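ThioGlo1-coupled HAT assay: 20nM GCN5L2, 70uM acetyl-CoA, 75uM H3(1-25) peptide, pH 7.5. Fluorescence read at 340/540nm at start and after 20 min at room temperature.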
TDP1 cell noCPT: qHTS for Inhibitors of human tyrosyl-DNA phosphodiesterase 1 (TDP1): qHTS in cells in absence of CPT | DT40 Tdp1-/- hTDP1 cells, no CPT, ATP luminescence, 48 h | Potency, µM (top dose mostly 46.2 µM), without a hit: top-dose activity change, negative = growth inhibition, usual class: inhibitors | 420,000 tested, 15% active | AID 686978, 2013; further: nearly all actives have a fitted effect of over 55% in size
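Luminescent ATP content (CellTiter-Glo) served as the growth readout. Knockout chicken DT40 cells expressing human TDP1 were exposed to compounds without camptothecin for a minimum 48 hr at 37 °C.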
DT40 TDP1 CPT: growth inhibition of DT40 Tdp1-/-;hTDP1 cells with camptothecin (screen for TDP1 inhibitors). chicken DT40 Tdp1-/-;hTDP1 cells + 20 nM CPT, ATP luminescence, 48 h. Potency, µM (doses to about 46.2 µM), inactives show at the top dose activity change, negative = growth inhibition, actives largely listed as inhibitors. 420,000 tested, 12% active. AID 686979; further: nearly all actives have a fitted effect of over 55% in size
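Chicken DT40 Tdp1-/- cells stably complemented with human TDP1 were seeded at 400 cells/well in medium containing 20 nM camptothecin, exposed to pin-transferred compounds, and grown at 37 °C for at least 48 hr. Viability was read as ATP luminescence.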
An asterisk follows results filed as active; ? = inconclusive; · = not tested or not shown; & = joins results of further samples; [ ] = remark or other dose. The call rests on the fitted dose curve; in most records, active means well fitted curve in the direction sought with a large enough effect; inconclusive means small, poorly fitted or top-dose-only effect, or another doubt; inactive means no such curve, though single readings can be large; an effect the other way counts as inactive or inconclusive. On the % scale 0 is the no-effect control and ±100 the full control effect; potency means the concentration at half of the fitted maximal effect.

SMILES	KAT2A inh	TDP1 cell noCPT	DT40 TDP1 CPT
COc1ccc(Cl)c(-c2cc(C(=O)NC(C)C)[nH]n2)c1	·	-23.4%	-27.9%
O=C(/C=C/c1ccc(-c2cccc([N+](=O)[O-])c2)o1)N1CCOCC1	-3.5%	18.4µM*	16.4µM*
Cn1c(O)c(C=NCCCCCC(=O)O)c(=O)n(C)c1=O	·	14.0%	-18.0%
CCC(=O)Nc1nnc(S(=O)(=O)N(C)c2ccccc2)s1	-3.0%	23.1%	-3.1%
O=C(Nc1ccc(S(=O)(=O)N2CCOCC2)cc1)c1cc(-c2cc(Cl)ccc2O)n[nH]1	-9.3%	5.8µM*	6.51µM*
CN(C)c1ccc(CNC(=O)c2ccc(Cn3c(=O)c4cccn4c4cccnc43)cc2)cc1	-0.4%	0.206µM*	?
CCOC(=O)c1sc2nc(CN3CCN(c4cccc(C(F)(F)F)c4)CC3)[nH]c(=O)c2c1C	-22.9%	-24.2%	-1.2%
O=C(OCc1cnc(Cl)s1)c1cccs1	-14.8%	-18.2%	-8.1%
Cn1c(C(=O)N2CCN(C(=O)c3ccco3)CC2)cc2c(=O)n(C)c3ccccc3c21	-5.2%	?	-10.9%
CCN(CC(=O)N1CCC(C(N)=O)CC1)S(=O)(=O)c1cc(Cl)ccc1Cl	·	-29.1%	15.0%
O=C(COC(=O)C1COc2ccccc2O1)Nc1cccc(F)c1 (stereo unspecified)	0.7%	14.0%	-22.6%
Cc1cc(-c2csc(NC(=O)c3ccc(C#N)cc3)n2)c(C)n1Cc1ccco1	-3.5%	-29.1%	9.8%
CC(=O)c1cccc(NC(=O)C2Cc3c(-c4cccc(C(C)=O)c4)ccnc3O2)c1 (stereo unspecified)	·	14.6µM*	16.4µM*
Cc1ccsc1C1Nc2ccccc2C(=O)N1O (stereo unspecified)	1.0%	?	?
Cc1cc(C)c([C@@H]2C[C@H]3CN(C4CCCC4)C(=O)[C@]34CCCN24)c(-n2cccn2)c1	-3.7%	?	-0.8%

Copied from the list:
Entry for CCN(CC(=O)N1CCC(C(N)=O)CC1)S(=O)(=O)c1cc(Cl)ccc1Cl in TDP1 cell noCPT: -29.1%
Entry for Cn1c(O)c(C=NCCCCCC(=O)O)c(=O)n(C)c1=O in TDP1 cell noCPT: 14.0%
Entry for O=C(Nc1ccc(S(=O)(=O)N2CCOCC2)cc1)c1cc(-c2cc(Cl)ccc2O)n[nH]1 in TDP1 cell noCPT: 5.8µM*

Remaining list, next part.
SMILES	KAT2A inh	TDP1 cell noCPT	DT40 TDP1 CPT
O=C(Nc1ccc(S(=O)(=O)Nc2ccccn2)cc1)c1cccc(Cl)c1	-0.3%	-4.7%	-2.5%
c1cncc(CNc2nc(-c3ccoc3)nc3ccccc23)c1	-16.7%	20.6µM*	?
CC(C)CCNc1nc(Nc2ccccc2)c2cnn(C)c2n1	-12.2%	23.1µM*	23.1µM*
COc1cc(CC(=O)OCC(=O)c2ccc[nH]2)cc(OC)c1OC	-1.7%	-16.4%	?
Cc1sc2ncnc(SCC(=O)NNC(=O)c3ccco3)c2c1C	-1.1%	-4.9%	-2.3%
COC(=O)CSc1ccc2nnc(CCNS(=O)(=O)c3ccc(C)cc3)n2n1	-5.4%&-3.1%	10.5%&-0.4%	-8.0%&-13.9%
CC(C)N(Cc1ccccc1)C(=S)Nc1ccc(F)cc1	-1.8%	-0.1%	3.3%
O=C(Nc1nc(-c2cc3ccccc3o2)cs1)c1ccc(S(=O)(=O)N2CCCC2)cc1	-2.9%	2.31µM*	16.4µM*
CCCN1CCN(C(=O)c2ccc(Sc3ccc(C)cc3)c(NC(C)=O)c2)CC1	-5.8%	?	?
COc1cccc(-n2c(-c3ccccc3F)nc3c(cnn3-c3ccc(C)cc3)c2=O)c1	-10.6%	11.6µM*	16.4µM*
CC1CCCN(C(=O)NC(=O)c2ccc(Cl)cc2)C1 (stereo unspecified)	-3.4%	6.5%	8.0%
Cc1ccc(NC(=S)N(CCCN2CCCC(C)C2)Cc2ccco2)cc1C (stereo unspecified)	-10.8%	?	?
COc1ccc(-c2nn(C)c3sc(C(=O)Nc4cccc(F)c4)cc23)cc1OC	-28.2%	10.3µM*	14.6µM*
Cc1ccc(-n2nnnc2SCC(=O)Nc2cccc(NC(=O)c3ccco3)c2)cc1C	-14.8%	16.4µM*	?
COc1ccc(-n2c(C)cc(=O)c3c2CC(C)(C)CC3=O)cc1	0.7%	1.2%	7.2%
Cc1cc(CCCCCCCCc2cc(C)cc(=O)o2)oc(=O)c1	-4.6%	16.4µM*	?
Cc1ccc(N(Cc2cccs2)C(=O)Nc2cccc(Cl)c2)cc1	-11.1%	?	?
Cc1ccc(Oc2ccc(OCC(=O)NC(CC(C)C)C(=O)O)cc2)cc1 (stereo unspecified)	3.8%	-2.1%	13.7%
COc1ccccc1/C=C/c1nc2ccccc2[nH]1	·	14.1µM*	?
CC(=O)C1=C(c2ccccc2)NC(=S)NC1c1ccc(O)c(O)c1 (stereo unspecified)	-10.6%	-6.1%	21.0%
CCNC(=O)C[C@@H]1CC[C@@H]2NC[C@@H](O)COC[C@H]2O1	·	-1.0%	-2.7%
CCCNC(=O)N1CCN(Cc2ccco2)CC1	-0.5%	-11.0%	-20.5%
NC1=NC(=O)/C(=C/c2ccc(OCC(=O)O)cc2)S1	3.3%	10.2%	2.7%
Cn1c(CN2CCOCC2)nnc1SCc1ccc(C#N)cc1	2.3%	-3.1%	-12.4%
COc1ccc(NC(=O)NC(C)c2c(-n3cccc3)sc(C)c2C)cc1OC (stereo unspecified)	-8.2%	16.4µM*	16.4µM*
COc1ccccc1N1CCN(C2CCCN(C(=O)c3cscn3)C2)CC1 (stereo unspecified)	-3.7%	6.4%	-4.3%
O=C(COC(=O)c1ccc([N+](=O)[O-])o1)Nc1ccc2c(c1)OC(F)(F)O2	·	-1.2%	-22.8%
Cn1c(=O)oc2cc(S(=O)(=O)Nc3ccc(Cl)cc3F)ccc21	-1.2%	-12.3%	-17.7%
O=C1CC(SC(=S)C2CCCC2=O)C(=O)N1 (stereo unspecified)	·	?	?
CC(=O)N(C)c1cccc(-c2ccc3nnc(C)n3n2)c1	-5.0%	-2.7%	-20.0%

2 records picked at random from the list so far:
SMILES	KAT2A inh	TDP1 cell noCPT	DT40 TDP1 CPT
NC1=NC(=O)/C(=C/c2ccc(OCC(=O)O)cc2)S1	3.3%	10.2%	2.7%
COc1ccccc1/C=C/c1nc2ccccc2[nH]1	·	14.1µM*	?

Entries from the list above containing a furan ring, fused or not (ten):
SMILES	KAT2A inh	TDP1 cell noCPT	DT40 TDP1 CPT
O=C(/C=C/c1ccc(-c2cccc([N+](=O)[O-])c2)o1)N1CCOCC1	-3.5%	18.4µM*	16.4µM*
Cn1c(C(=O)N2CCN(C(=O)c3ccco3)CC2)cc2c(=O)n(C)c3ccccc3c21	-5.2%	?	-10.9%
Cc1cc(-c2csc(NC(=O)c3ccc(C#N)cc3)n2)c(C)n1Cc1ccco1	-3.5%	-29.1%	9.8%
c1cncc(CNc2nc(-c3ccoc3)nc3ccccc23)c1	-16.7%	20.6µM*	?
Cc1sc2ncnc(SCC(=O)NNC(=O)c3ccco3)c2c1C	-1.1%	-4.9%	-2.3%
O=C(Nc1nc(-c2cc3ccccc3o2)cs1)c1ccc(S(=O)(=O)N2CCCC2)cc1	-2.9%	2.31µM*	16.4µM*
Cc1ccc(NC(=S)N(CCCN2CCCC(C)C2)Cc2ccco2)cc1C (stereo unspecified)	-10.8%	?	?
Cc1ccc(-n2nnnc2SCC(=O)Nc2cccc(NC(=O)c3ccco3)c2)cc1C	-14.8%	16.4µM*	?
CCCNC(=O)N1CCN(Cc2ccco2)CC1	-0.5%	-11.0%	-20.5%
O=C(COC(=O)c1ccc([N+](=O)[O-])o1)Nc1ccc2c(c1)OC(F)(F)O2	·	-1.2%	-22.8%

(more compounds)
SMILES	KAT2A inh	TDP1 cell noCPT	DT40 TDP1 CPT
Cc1[nH]n(-c2nc(-c3cccc([N+](=O)[O-])c3)cs2)c(=O)c1C	1.1%	20.6µM*	?
COC(=O)c1sc(N)c(C(=O)OC)c1COC(=O)[C@@H](NS(=O)(=O)c1cccc(Cl)c1)C(C)C	-11.7%	18.4µM*	?
COc1cccc(C(=O)NCCCNC(=O)c2ccco2)c1	-2.9%	-5.5%	-9.6%
N#Cc1ccc(C=NN2CCCCCC2)cc1	·	?	-29.1%
COc1ccc(N(CC(=O)NN=C2CCCCCCC2)S(=O)(=O)c2ccccc2)cc1Cl	-3.8%	?	9.5%
CCOc1ccc2[nH]c(=O)c(CN(CCN3CCCC3)C(=S)Nc3ccccc3OC)cc2c1	-2.3%	-19.1%	-28.9%
O=C1c2ccccc2C(=O)N1CCc1nc2ccccc2c(=O)n1Cc1ccco1	-4.9%	-11.8%	-0.6%
Cc1ccc(Cn2nc(C)c(NC(=O)C3CC3)c2C)cc1	-8.4%	-2.0%	-8.4%
COc1ccc(C(=O)C[n+]2ccccc2/C=N/O)cc1	-2.0%	-13.2%	?
COc1ccc2sc(-c3ccccc3OC)c(-c3ccc(O)cc3)c2c1	-11.7%	?	?
Cn1c2ccc(F)cc2c2ncn(CCCN(CCO)CCO)c(=O)c21	-4.7%	-14.3%	-5.2%
CCN(CC)c1ccc(/C=c2\sc3nnc(-c4ccccc4Cl)n3c2=O)cc1	-5.5%	?	?
C(=Nc1ccc(N2CCOCC2)cc1)c1c[nH]c2ccccc12	0.7%	?	-1.5%
Cc1ccc(-n2ncc3c(Nc4ccccc4C)ncnc32)cc1	-0.2%	16.4µM*	?
CCc1ccccc1N1C(=O)C2C3CC(=O)C(c4ccccc43)C2C1=O (stereo unspecified)	-0.5%	18.8%	0.5%
CC1(C)C(C(=O)O)N2C(=O)C(NC(=O)Cc3ccccc3)C2S1=O (stereo unspecified)	-0.6%	2.2%	6.5%
O=c1[nH]c(SCc2ccccc2Cl)nc2[nH]ncc12	-12.8%	-27.0%	-24.3%
CCc1nc2ccccc2n1CC(=O)OCC(=O)N(CC(C)C)c1c(N)n(Cc2ccccc2)c(=O)[nH]c1=O	10.1%	3.5%	-14.6%
O=C(Cc1cccc2ccccc12)N/N=C/c1ccc(F)cc1	-2.8%	?	?
Cc1ccc(C)c(C(=O)Nc2nc3ccccc3[nH]2)c1	-0.2%	2.31µM*	?
Cc1oc2c(C)c3oc(=O)c(CCC(=O)O)c(C)c3cc2c1-c1ccccc1	-10.5%	-14.5%	-11.3%
O=C(c1ccncc1)N(c1ccc(N2CCOCC2)cc1)C(c1ccccc1)c1nc2ccccc2[nH]1 (stereo unspecified)	·	?	?
COCCn1c(SCC(=O)Nc2ccccc2F)nc2c(c1=O)SCC2	-34.3%	-2.3%	-16.1%
CSc1ncccc1C(=O)Nc1cccc(S(=O)(=O)N2CCCCC2)c1	-7.3%	14.6µM*	?
O=C(Oc1cccc(C(=S)N2CCOCC2)c1)c1ccccc1	-12.5%	-19.8%	7.1%
O=C(NCC1CCCO1)c1cc(Br)c(Br)s1 (stereo unspecified)	-3.9%	6.1%	-8.2%
O=C(CCCCCN1C(=O)[C@@H]2Cc3ccccc3CN2C1=O)NCCc1ccccc1	-11.2%	?	?
Cc1nc2ccc(C(=O)Nc3cccc([N+](=O)[O-])c3)cc2s1	-1.7%	18.4µM*	?
CCCCN(C)C(=O)c1ccc(Nc2nc(C(N)COCc3ccccc3)cs2)nc1 (stereo unspecified)	·	14.6µM*	11.6µM*
COC(=O)C1CCCCN1Cc1ccc2c(c1)CN(C(=O)c1csc(-c3cccs3)n1)CCO2 (stereo unspecified)	·	?	-3.5%[9.04 µM]
Cc1cc[n+](-c2nc([O-])sc2/C=N/Nc2ccc([N+](=O)[O-])cc2)cc1	-3.1%	-7.5%	-3.4%
COc1cccc(CC(=S)N2CCOCC2)c1	-1.6%	-4.0%	-11.7%

Not all compounds are listed, so the mix of outcomes need not match the whole.
